Compound activity: PubChem BioAssay, Sanford-Burnham Center for Chemical Genomics
EBI2 block = EBI2 receptor antagonists, beta-arrestin recruitment, primary screen, cell-based, luminescence, 7a,25-OHC stimulation, uHTS; 7a,25-OHC stimulated; 360,000 tested, 0.81% active; inhibition, % at 5 µM; AID 651636, 2012; in the data active = inhibition above about 38%;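 also: enzyme fragment complementation signal reports receptor beta-arrestin coupling in cells; 0% = agonist plus DMSO wells and 100% = wells without agonist; some results beyond the cut were filed as inactive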
Target sequence (P32249 whole entry, looked up, the tested form may be a part): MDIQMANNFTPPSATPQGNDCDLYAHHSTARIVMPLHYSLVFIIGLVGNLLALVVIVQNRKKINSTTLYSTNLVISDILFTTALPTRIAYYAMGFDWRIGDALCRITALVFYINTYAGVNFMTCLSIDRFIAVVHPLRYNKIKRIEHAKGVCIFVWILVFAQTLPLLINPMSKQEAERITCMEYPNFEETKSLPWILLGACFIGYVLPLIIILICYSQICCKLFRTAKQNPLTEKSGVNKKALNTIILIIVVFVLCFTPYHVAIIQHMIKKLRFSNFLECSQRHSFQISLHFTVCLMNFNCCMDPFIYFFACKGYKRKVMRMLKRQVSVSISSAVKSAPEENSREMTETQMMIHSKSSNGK
CXCR6 inh = CXCR6 receptor inhibitors, primary screen, cell-based, beta-arrestin, luminescence, CHO-K1 PathHunter, 1536-well. inhibition, % at 20 µM. 360,000 tested, 0.36% active; in the data active = inhibition above about 34%, passing the limit was not always enough;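 also: antagonist mode with CXCL16 agonist at 10 nM final; 0% = 10 nM CXCL16 with DMSO and 100% = unstimulated wells without agonist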
Target sequence (O00574 whole entry, looked up): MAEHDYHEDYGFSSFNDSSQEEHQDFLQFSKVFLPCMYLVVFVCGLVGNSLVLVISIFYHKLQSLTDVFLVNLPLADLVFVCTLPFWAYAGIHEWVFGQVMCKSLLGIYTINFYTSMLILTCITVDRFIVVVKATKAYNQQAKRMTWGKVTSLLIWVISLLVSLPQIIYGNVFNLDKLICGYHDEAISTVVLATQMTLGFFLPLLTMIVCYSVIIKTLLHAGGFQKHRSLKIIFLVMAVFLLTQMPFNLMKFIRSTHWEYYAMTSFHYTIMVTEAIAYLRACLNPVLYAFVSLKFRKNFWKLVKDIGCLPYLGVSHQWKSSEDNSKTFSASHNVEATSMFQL
* marks the source's active call; other numbers are inactive results. These rows are one share of the data. The share of hits here may be higher or lower than overall.

no.	SMILES	EBI2 block	CXCR6 inh
1	CCN(CC)C(=O)C1=C(C)N(Cc2ccc(C(C)(C)C)cc2)C(=O)C(CC(=O)NCCCN(C)C)C1 (stereo not given)	-6	-4
2	COc1ccc2nc3n(c(=O)c2c1)-c1ncccc1C(=O)NC3C (stereo not given)	-3	4
3	C[C@H]1CN([C@@H](C)CO)C(=O)c2cc(Br)cnc2O[C@@H]1CN(C)C(=O)C1CCC1	-3	-1
4	CC1=C(C(=O)N2CCOCC2)CC(CC(=O)NC2CCCC2)C(=O)N1Cc1ccc(F)cc1 (stereo not given)	-8	-5
5	CCCCNC(=O)C1(C)CCN1C(=O)c1cc(F)ccc1C (stereo not given)	-4	-1
6	CCOC(=O)c1cnc2cc(-c3ccc(C)cc3)nn2c1C	14	0
7	Cc1ccc(NCC(=O)Nc2ccc(F)c(Cl)c2)cc1S(=O)(=O)N1CCOCC1	-5	-2
8	Cc1ccc(OCCSc2nc3ccccc3n2CCC(=O)O)c(C(C)C)c1	4	-1
9	Cc1ccc(Cc2c(-c3ccc(C#N)cc3)nc3c4ccccc4ccn23)cc1	6	-8
10	Cc1ccc([C@H]2C[C@@H](O)[C@H](n3cc(COC(=O)c4ccccc4)nn3)CN2Cc2cccs2)cc1	-2	-6
11	O=C1NC[C@H](CCCCN2CCN(CCC3CCCCC3)C(=O)C2=O)N(CC2CCCCC2)C1=O	-6	1
12	CC1(Cc2ccc(F)cc2)C(=O)Nc2c(Cl)ccc(Cl)c21 (stereo not given)	17	14
13	CN(C(=S)NC(=O)C1CCCC1)c1ccccc1	-2	-4
14	CCCS(=O)(=O)NC(=O)C1(C)CCN(C(=O)c2cc(OC)c(OC)c(OC)c2)C1 (stereo not given)	-3	0
15	O=S1(=O)CC(N2CCC(Cc3ccccc3)CC2)CN1CCc1ccccc1 (stereo not given)	21	-4
16	CN(c1ccccc1)S(=O)(=O)c1cccc(C(=O)NCC(c2cccs2)N2CCOCC2)c1 (stereo not given)	-6	6
17	O=c1[nH][nH]c2c1[C@H](C1CCCC1)O[C@H](CCc1ccccc1)C2	-2	-6
18	CC1CCC2(CC1)NC(=O)N(CC(=O)NCc1ccco1)C2=O (stereo not given)	1	2
19	CN(C)CCN(C(=O)C1CCCCC1)c1nc2cc3c(cc2s1)OCCO3	-8	-1
20	C=C1C(=O)[C@]23C[C@H]1CCC2[C@@]1(C)C(C[C@@H]3O)[C@](C)(C(=O)OC)CC[C@@H]1OC(C)=O (stereo not given in full)	80*	69*
21	Cc1ccccc1S(=O)(=O)NC(=O)C1(C)CCN1C(=O)c1c(C)noc1C (stereo not given)	-6	2
22	C/C(=N/NC(=O)c1nnn(-c2nonc2N)c1CSc1ccc(Cl)cc1)c1ccncc1	-5	-6
23	C[C@@H]1CN([C@H](C)CO)C(=O)c2c(c3ccccc3n2C)-c2ccccc2CO[C@H]1CN(C)Cc1ccc(C(F)(F)F)cc1	4	5
24	CCOC(=O)C1=CC[C@@H](c2ccccc2)N(S(=O)(=O)c2ccc(C)cc2)[C@H]1C#N	16	4
25	CC(C)c1ccc(CN2CCC(C)(Oc3ccc(Cl)cc3)C2)cc1 (stereo not given)	2	-7
26	NC(Cc1ccccc1)c1csc(NC(=O)c2cccc(OC(F)(F)F)c2)n1 (stereo not given)	-9	0
27	O=C1NC[C@@H]2CCCN2C1=O	-4	1
28	Fc1cccc(Cc2c(-c3ccccc3)nc3c4ccccc4ccn23)c1	5	10
29	Cc1cccc(COC[C@H](CC(C)C)N2CCN(C(=O)c3ccc(C(C)(C)C)cc3)CCC2=O)c1	21	9
30	CCc1cccc(CC)c1NC(=O)c1ccc(-c2cc(Cl)ccc2Cl)o1	31	3
31	CCc1cc(C(=O)OCC(=O)NCCc2ccccc2)sc1C	4	-3
32	COc1ccccc1CNc1nc(NCc2ccc(NC(C)=O)cc2)c2sccc2n1	-10	6
33	CCOC(=O)C1(C)CCCCCN1C(=O)c1ccc(SC(F)(F)F)cc1 (stereo not given)	22	-5
34	CCNC(=O)C1(C)CCN(Cc2ccc(OC(F)(F)F)cc2)C1 (stereo not given)	2	-6
35	O=C(CSc1nnc(-c2cccnc2)o1)Nc1ccc(F)cc1	-11	-4
36	c1cc(N2CCOCC2)ccc1-c1ccc2nncn2c1	-3	2
37	Cn1cc(-c2coc3c(C(=O)NCc4cccc(Cl)c4)cccc23)cn1	17	2
38	CCC(CC)C(=O)N(C)c1c(C)nc2c(OCc3ccc(Cl)cc3Cl)cccn12	47*	51*
39	CC1=C(C(=O)N2CCOCC2)CC(CC(=O)NCCCCc2ccccc2)C(=O)N1Cc1ccc(C(C)(C)C)cc1 (stereo not given)	2	5
40	Cc1ccc(CNC(=O)Nc2nnc([C@@H]3C[C@H](O)[C@@H](CO)O3)s2)cc1	-5	-2
41	CS(=O)(=O)N1CCCCC1c1cc(C(=O)Nc2ccc3c(c2)OCO3)no1 (stereo not given)	-3	-6
42	CCCNC(=O)c1cc2c(c(-c3cccc(-c4ccccc4F)c3)n1)[C@H](CCO)N(C(=O)CC1CC1)C2	28	6
43	CCOc1ccc2oc(C(=O)Nc3ccc(C)cn3)c(C)c2c1	12	1
44	Cc1ccc(NC(=O)CN2CCN(C(=O)C3CC3)CC2)c(F)c1	-3	1
45	CC(=O)NC(CCc1ccc(Cl)c(Cl)c1)c1cccc(O)c(=O)c1 (stereo not given)	-9	9
46	COc1ccccc1CC1CC(=O)N(c2ccc([N+](=O)[O-])cc2)C1=O (stereo not given)	-11	-9
47	COc1ccccc1CN1CC(C(=O)N(C)CCc2ccccn2)CCC1=O (stereo not given)	-8	0
48	O=C1CCCCCCC(=O)[C@H](O)C[C@H](c2ccccc2)O1	-6	-2
49	Fc1cc(Cl)cc2ccc(-c3ccccc3)nc12	4	-9
50	CCN(CC)C(=O)C1=C(C)N(CCCOC)C(=O)C(CC(=O)NC(c2ccccc2)c2ccccc2)C1 (stereo not given)	-6	-3
51	CCc1nc2c(OCc3ccc(F)c(F)c3)cccn2c1N(C)C(=O)c1ccc(OC)cc1	-2	7
52	COc1cc(CNC(=O)Nc2nc(C(N)Cc3ccc(C(F)(F)F)cc3)cs2)cc(OC)c1OC (stereo not given)	-4	-19
53	Cc1ccc(S(=O)(=O)N2C[C@H]3[C@H]4C(=O)N(c5ccccc5)C(=O)[C@H]4C[C@H](OC(=O)NCc4ccccc4)[C@@]3(O)C2)cc1	2	-4
54	COc1ccc(NC(=O)c2cc(-c3cc(F)ccc3OCC3CCCO3)n[nH]2)c(C)c1 (stereo not given)	17	4
55	Cc1cccc(-c2nc(CCNC(=O)c3ccco3)cs2)c1	14	-3
56	CC1(C(=O)Nc2ccc3c(c2)OCCO3)CCN1Cc1ccccc1OC(F)F (stereo not given)	1	-4
57	COCCNC(=O)C1CCCN(C(=O)Cc2cccc3ccccc23)CC1 (stereo not given)	-10	-1
58	COc1cccc(CCN2C(=O)CCC3=C2CCC3=O)c1	-3	-5
59	CCC(Oc1ccccc1)C(=O)OCC(=O)Nc1c(C)nn(-c2ccccc2)c1C (stereo not given)	-9	-3
60	CN(CC(=O)Nc1ccc(Cl)cc1)CC(=O)N1CCc2ccccc21	-10	-10

(next part)
no.	SMILES	EBI2 block	CXCR6 inh
61	C[C@@H](c1ccccc1)N1C[C@@H](COCc2ccccc2)Oc2cc(N3CCC[C@H]3C(N)=O)ccc2S1(=O)=O	15	19
62	CN(C)CCCNc1nc2cc(-c3ccc4c(ccn4C)c3)sc2c(=O)n1C	-4	5
63	CC1(C(=O)NS(=O)(=O)C2CC2)CCCN(C(=O)/C=C/c2ccccc2)C1 (stereo not given)	2	-1
64	CCN1C(=O)[C@H]2[C@@H](c3ccc(C(F)(F)F)cc3)N[C@]3(CCCN(Cc4ccc(C(F)(F)F)cc4)C3=O)[C@H]2C1=O	13	0
65	COc1ccc(C(C)=O)cc1CN1C(=O)C(C)ON=C1c1ccccn1 (stereo not given)	-1	4
66	CNc1cccc(-c2cc(OC)ccc2OC)n1	-7	-1
67	c1cc(-c2ccsc2)n2cnnc2c1	-7	3
68	CN(C)C(=O)c1cccc(-c2cccc(-c3nc(C(=O)NCc4ccccc4)cc4c3[C@H](CCO)N(S(=O)C(C)(C)C)C4)c2)c1 (stereo not given in full)	-11	-1
69	N/C(Cc1ccc(Cl)cc1)=N\OC(=O)CCc1ccccc1	4	-14
70	COC(=O)c1ccccc1C(=O)c1c(C)cc(C)cc1C	0	15
71	COCCN1C(=O)COc2ccccc2C1C(=O)NCc1ccccc1 (stereo not given)	2	0
72	CCc1nc2c(OCC(=O)c3ccc(F)cc3)cccn2c1N(C)C(=O)c1ccccc1F	2	-5
73	O=C(O)c1cccc(-c2csc(C(O)c3ccccc3)n2)c1 (stereo not given)	1	5
74	Cc1ccc([C@H]2C[C@H](n3cc(-c4ccc(F)cc4)nn3)[C@@H](O)CN2C(=O)C2CCCCC2)cc1	0	8
75	CCOC(=O)[C@]12Cc3c(cc(OC)c(OC)c3OC)[C@H]1N(Cc1ccccc1)C(=O)c1cc(F)c(F)cc12	14	4
76	C[C@@H]1CC2=C(C(=O)OC(C)(C)O2)[C@H](c2ccc(Cl)cc2)O1	-1	1
77	Cc1cn([C@H]2C[C@H](O)[C@@H](CNC(=O)[C@H](N)Cc3cscn3)O2)c(=O)[nH]c1=O	0	-1
78	CC1(C(=O)NS(=O)(=O)c2ccc3ccccc3c2)CCN1C(=O)Cc1ccc(Cl)cc1Cl (stereo not given)	0	-4
79	O=C(Nc1cccc2ccccc12)c1ccc2sc([C@@H]3O[C@H](CO)[C@@H](O)[C@H]3O)nc2c1	-1	6
80	CN(C)c1ccc(-c2[nH][nH]c(=O)c2NC(=O)c2ccccn2)cc1	5	-2
81	O=C(OCCOc1ccccc1)c1cc(S(=O)(=O)N2CCOCC2)c(Cl)cc1Cl	3	-17
82	COC(=O)C[C@@H]1C[C@H]2c3cc(NS(C)(=O)=O)ccc3O[C@H]2[C@H](CO)O1	2	-9
83	CC1=C(C(=O)N2CCOCC2)CC(CC(=O)NCC2CCCCC2)C(=O)N1CCC1=CCCCC1 (stereo not given)	0	-7
84	COc1ccccc1-c1cc(NC=O)c2ncc(-c3cccc(C(C)=O)c3)n2c1	42	15
85	COc1ccccc1C1NC(=O)NC(C)=C1C(=O)OCC1CCCCC1 (stereo not given)	-3	4
86	C[C@@H]1CN([C@H](C)CO)C(=O)CCCn2cc(nn2)CO[C@H]1CN(C)S(=O)(=O)c1ccc2ccccc2c1	3	-2
87	O=C(C[n+]1cccc(/C=N/O)c1)NC(=O)Nc1ccccc1	-3	-1
88	CCCCC(=O)N(C)c1c(CC)nc2c(OCCC3CCCCC3)cccn12	27	31
89	COc1ccc(CCNC(=O)CNC(=O)N2CC(=O)Nc3ccccc32)cc1	-4	-3
90	CC1(C(=O)NS(=O)(=O)c2ccc(F)cc2F)CCN1C(=O)CC(c1ccccc1)c1ccccc1 (stereo not given)	-4	0

One compound at a time, from the list above. Values in the order: EBI2 block, CXCR6 inh
`O=C1NC[C@H](CCCCN2CCN(CCC3CCCCC3)C(=O)C2=O)N(CC2CCCCC2)C1=O` in the list: -6, 1
`O=C1NC[C@@H]2CCCN2C1=O` in the list: -4, 1

The listing continues:
no.	SMILES	EBI2 block	CXCR6 inh
91	N#CC(C#N)=NNc1ccc2cn[nH]c2c1	3	10
92	CNC[C@H]1Oc2cc(Br)ccc2S(=O)(=O)N([C@@H](C)CO)C[C@H]1C	-4	0
93	COc1ccc(-c2coc3c(C(=O)NCc4cccc(Cl)c4)cccc23)c(C)c1	19	9
94	CC(C)CNc1ncnc2c1ncn2[C@H]1CN(Cc2ccncc2)C[C@@H](CO)O1	-7	-7
95	CC1(C(=O)Nc2ccc3ccccc3c2)CCC(=O)N1C1CC1 (stereo not given)	-13	1
96	Cc1cccc(C)c1NC(=O)C(c1ccccc1)N1CCN(c2ccc(C(F)(F)F)cn2)CC1 (stereo not given)	12	3
97	CN(C)CCNC(=O)c1ccc(-c2cnn(C)c2)c2ccoc12	-13	8
98	COc1ccccc1CN1CC(C(=O)NCCCCc2ccccn2)CCC1=O (stereo not given)	1	6

Grouped by structure: the compounds so far with a Cl atom (15)
no.	SMILES	EBI2 block	CXCR6 inh
7	Cc1ccc(NCC(=O)Nc2ccc(F)c(Cl)c2)cc1S(=O)(=O)N1CCOCC1	-5	-2
12	CC1(Cc2ccc(F)cc2)C(=O)Nc2c(Cl)ccc(Cl)c21 (stereo not given)	17	14
22	C/C(=N/NC(=O)c1nnn(-c2nonc2N)c1CSc1ccc(Cl)cc1)c1ccncc1	-5	-6
25	CC(C)c1ccc(CN2CCC(C)(Oc3ccc(Cl)cc3)C2)cc1 (stereo not given)	2	-7
30	CCc1cccc(CC)c1NC(=O)c1ccc(-c2cc(Cl)ccc2Cl)o1	31	3
37	Cn1cc(-c2coc3c(C(=O)NCc4cccc(Cl)c4)cccc23)cn1	17	2
38	CCC(CC)C(=O)N(C)c1c(C)nc2c(OCc3ccc(Cl)cc3Cl)cccn12	47*	51*
45	CC(=O)NC(CCc1ccc(Cl)c(Cl)c1)c1cccc(O)c(=O)c1 (stereo not given)	-9	9
49	Fc1cc(Cl)cc2ccc(-c3ccccc3)nc12	4	-9
60	CN(CC(=O)Nc1ccc(Cl)cc1)CC(=O)N1CCc2ccccc21	-10	-10
69	N/C(Cc1ccc(Cl)cc1)=N\OC(=O)CCc1ccccc1	4	-14
76	C[C@@H]1CC2=C(C(=O)OC(C)(C)O2)[C@H](c2ccc(Cl)cc2)O1	-1	1
78	CC1(C(=O)NS(=O)(=O)c2ccc3ccccc3c2)CCN1C(=O)Cc1ccc(Cl)cc1Cl (stereo not given)	0	-4
81	O=C(OCCOc1ccccc1)c1cc(S(=O)(=O)N2CCOCC2)c(Cl)cc1Cl	3	-17
93	COc1ccc(-c2coc3c(C(=O)NCc4cccc(Cl)c4)cccc23)c(C)c1	19	9
